Source: PubChem BioAssay (several laboratories)
PTPN22 act: LYP phosphatase activators, primary screen, biochemical, DiFMUP fluorescence, 2 µM. activation, % at 2 µM. Tyrosine-protein phosphatase non-receptor type 22 (Homo sapiens), Q9Y2R2. 96,000 compounds, 0.11% hits. recombinant LYP; 0 = plate median, 100 = signal doubled;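 active = activation at 2 µM above a set limit, the mean plus 5 SD, cut at about 37% in these data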
Plk1 PBD FP: Plk1 polo box domain binding inhibitors, primary screen, biochemical, fluorescence polarization | Serine/threonine-protein kinase PLK1 (Homo sapiens), P53350 | Plk1 PBD phosphopeptide binding | inhibition, %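 (tested at about 20 µM)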 | 97,000 compounds, 0.13% hits; in the data active = inhibition above about 34%, passing the limit was not always enough
PLK1 kinase inh: human PLK1 kinase inhibitors, primary screen, biochemical, TR-FRET. Serine/threonine-protein kinase PLK1 (Homo sapiens), P53350. recombinant PLK1 kinase, TR-FRET peptide phosphorylation. inhibition, % at 10 µM. 97,000 compounds, 0.53% hits. AID 619, 2007;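 active = inhibition of 50% or more in the single-concentration screen; inactive = inhibition below 50%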;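 note: 0% = DMSO max control and 100% = H-89 dihydrochloride min control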
CYP2C9 act: human CYP2C9 activators, primary screen, biochemical, luminescence; Cytochrome P450 2C9 (Homo sapiens), P11712; recombinant CYP2C9, luciferin-H conversion; hits give high values; factor 1 = untreated enzyme, 0 = blocked; activation factor at 5 µM; 96,000 compounds, 1.4% hits; AID 1024, 2008;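 active = activation factor of 2 or more for CYP2C9 at a 5 µM dose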;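 note: 0 = sulfaphenazole-blocked wells and 1 = vehicle-only wells; values of inactives mirror those of a sister screen read the other way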
HIV Rev-RRE inh: HIV-1 Rev-RRE binding inhibitors, primary screen, biochemical, FRET, protein-RNA interaction | P05866 | 97,000 compounds, 0.79% hits | inhibition, % at 8 µM | AID 704, 2007 | Rev peptide-RRE RNA binding;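 active = inhibition above the screen-wide mean plus 3 SD, cut at about 35% in these data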;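 note: 0% = median DMSO wells and 100% = median Neomycin B control wells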
Target sequence (P05866 whole entry, looked up): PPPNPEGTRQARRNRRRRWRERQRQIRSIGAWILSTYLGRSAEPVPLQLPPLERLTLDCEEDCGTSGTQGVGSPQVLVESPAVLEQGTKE
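Assay system: labelled RRE RNA duplex and labelled Rev peptide / Medium: HEPES pH 7.5 salt buffer with EDTA / Reagent: labelled Rev peptide / Schedule: 5 + 15 min at 25 °C / Signal: FRET, excitation 480 nm, emission 540 nm donor and 671 nm acceptor / Benchmarks: DMSO and neomycin B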
EphB4 antag: EphB4-ephrin-B2 interaction antagonists, primary screen, biochemical, TNYL-RAW peptide probe, fluorescence polarization; EphB4 LBD / TNYL-RAW-Alexa532 peptide; inhibition, % at 7 µM; 97,000 compounds, 0.15% hits; AID 720, 2007;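 active = inhibition above the screen-wide mean inhibition plus 3 SD, cut at about 15% in these data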;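 note: 0% = DMSO wells and 100% = excess unlabeled TNYL-RAW peptide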
Target sequence (P54760 whole entry, looked up, the tested form may be a part): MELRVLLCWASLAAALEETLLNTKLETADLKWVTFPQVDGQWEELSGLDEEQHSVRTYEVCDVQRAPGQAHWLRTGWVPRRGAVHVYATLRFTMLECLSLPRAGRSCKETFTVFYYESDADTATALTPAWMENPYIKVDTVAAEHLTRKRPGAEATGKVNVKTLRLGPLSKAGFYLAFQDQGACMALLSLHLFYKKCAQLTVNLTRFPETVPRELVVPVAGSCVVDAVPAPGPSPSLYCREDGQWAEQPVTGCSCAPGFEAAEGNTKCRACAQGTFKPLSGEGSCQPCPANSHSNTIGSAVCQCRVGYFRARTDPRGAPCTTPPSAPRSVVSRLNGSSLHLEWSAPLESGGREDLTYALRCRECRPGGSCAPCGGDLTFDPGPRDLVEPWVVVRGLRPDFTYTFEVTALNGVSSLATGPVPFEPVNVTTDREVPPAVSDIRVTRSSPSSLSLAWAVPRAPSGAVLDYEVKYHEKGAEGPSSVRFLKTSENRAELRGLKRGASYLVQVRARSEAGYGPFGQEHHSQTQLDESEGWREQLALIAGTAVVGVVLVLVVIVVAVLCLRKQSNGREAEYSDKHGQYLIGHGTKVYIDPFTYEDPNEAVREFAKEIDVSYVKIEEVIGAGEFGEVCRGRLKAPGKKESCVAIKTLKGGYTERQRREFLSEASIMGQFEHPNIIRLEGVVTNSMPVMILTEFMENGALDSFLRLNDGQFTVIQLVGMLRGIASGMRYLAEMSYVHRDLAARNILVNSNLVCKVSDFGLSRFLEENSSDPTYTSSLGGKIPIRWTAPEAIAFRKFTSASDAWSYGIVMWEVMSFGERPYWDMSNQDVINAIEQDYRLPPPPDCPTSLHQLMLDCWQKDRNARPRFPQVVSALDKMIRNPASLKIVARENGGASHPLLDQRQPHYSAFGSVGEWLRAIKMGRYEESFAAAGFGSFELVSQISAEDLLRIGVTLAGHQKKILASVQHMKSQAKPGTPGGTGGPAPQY
PTPN22 inh 2: PTPN22 phosphatase inhibitors, primary screen, biochemical, DiFMUP fluorescence, 2 µM | recombinant LYP catalytic domain | inhibition, % at 2 µM | 96,000 compounds, 0.21% hits;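 active = inhibition at 2 µM at or above a set limit, the screen mean plus 3 SD, cut at about 24% in these data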;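 note: 0% = DMSO with enzyme and 100% = enzyme fully blocked by orthovanadate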
Calb biofilm kill: clotrimazole potentiators killing Candida biofilms, primary screen, with clotrimazole, Alamar Blue | AID 834, 2007 | 85,000 compounds, 0.14% hits | C. albicans biofilm + clotrimazole | inhibition, % at 6 µM;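 active = inhibition above 20%; inactive = inhibition below 20%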;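 note: preformed 24 hr biofilms exposed to compound for 48 hr; 0% = biofilm without compound and 100% = blank killed by clotrimazole plus chlorhexidine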
CYP2C9 inhib: blockers of cytochrome P450 2C9 activity – biochemical, luminescence, ADME assay, primary screen | CYP2C9 Supersomes, luciferin-H conversion | inhibition, % at 5 µM | 96,000 compounds, 20% hits | AID 777, 2007;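 active = blocking of liver enzyme CYP2C9 beyond about 50% at 5 µM, limit read from the data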; note: values of inactives mirror those of a sister screen read the other way
* marks the source's active call; other numbers are inactive results; / = not tested or not shown. Compounds were not picked by outcome; 20% or so of the library scored in one or more.

Codes: A = PTPN22 act; B = Plk1 PBD FP; C = PLK1 kinase inh; D = CYP2C9 act; E = HIV Rev-RRE inh; F = EphB4 antag; G = PTPN22 inh 2; H = Calb biofilm kill; I = CYP2C9 inhib
COC(=O)C1=C(C)Nc2nnnn2C1c1ccccc1Cl (stereo not drawn)
  A = -10.9; B = -0.8; C = -6.0; D = /; E = 6.5; F = 4.3; G = 10.3; H = 6.3; I = /
COc1ccc(CC(=O)NNC(=O)c2ccc(SCc3cc(F)ccc3F)c([N+](=O)[O-])c2)cc1
  A = 12.4; B = -0.7; C = -10.6; D = 0.8; E = 0.8; F = -2.4; G = -9.3; H = 4.8; I = 17.7
CC(=O)Oc1ccc(-c2nc(-c3cccnc3)no2)cc1
  A = -1.4; B = 1.7; C = -4.2; D = 0.1; E = 6.2; F = 3.0; G = 0.2; H = 2.9; I = 86.2*
Cn1nc(OCc2ccccc2)ccc1=O
  A = 3.1; B = -8.3; C = -6.9; D = 1; E = 3.0; F = -4.4; G = -5.8; H = -2.7; I = 2.3
O=S(=O)(c1ccc2ccccc2c1)N(CC(O)COCc1ccco1)c1ccccc1 (stereo not drawn)
  A = 18.5; B = 14.7; C = -11.2; D = 0.9; E = 4.7; F = 3.2; G = -18.6; H = 2.9; I = 11.7
CCCS(=O)(=O)N1CCN(C(=O)c2ccccc2F)CC1
  A = -4.4; B = -1.8; C = -3.6; D = /; E = 2.7; F = 11.2; G = 0.1; H = 2.0; I = /
OCn1ncn(-c2ccccc2)c1=S
  A = -3.2; B = -7.9; C = -9.0; D = 0.9; E = -3.2; F = -4.5; G = 5.9; H = 4.6; I = 7.6
CC(C)CCNC(=O)C(C)N(Cc1ccc(F)cc1)C(=O)c1ccc(CN2CCCCC2)o1 (stereo not drawn)
  A = -10.5; B = 7.0; C = -1.6; D = 0.7; E = -2.3; F = -5.3; G = 14.4; H = 6.4; I = 32.5
Cc1nnc2sc(-c3cccc4ccccc34)nn12
  A = 0.2; B = 19.0; C = -0.4; D = 1; E = -1.7; F = -5.8; G = -1.6; H = 8.2; I = -1.4
CCOC(=O)CCNC(=O)CNC(=O)OCc1ccccc1
  A = -5.7; B = -3.4; C = -4.1; D = 0.9; E = 0.2; F = -2.4; G = 4.2; H = 9.6; I = 7.8

Entries of single compounds from above. Values in the order: PTPN22 act	Plk1 PBD FP	PLK1 kinase inh	CYP2C9 act	HIV Rev-RRE inh	EphB4 antag	PTPN22 inh 2	Calb biofilm kill	CYP2C9 inhib
CCCS(=O)(=O)N1CCN(C(=O)c2ccccc2F)CC1 in the list: -4.4	-1.8	-3.6	/	2.7	11.2	0.1	2.0	/
Cn1nc(OCc2ccccc2)ccc1=O in the list: 3.1	-8.3	-6.9	1	3.0	-4.4	-5.8	-2.7	2.3

Further entries
Codes: A = PTPN22 act; B = Plk1 PBD FP; C = PLK1 kinase inh; D = CYP2C9 act; E = HIV Rev-RRE inh; F = EphB4 antag; G = PTPN22 inh 2; H = Calb biofilm kill; I = CYP2C9 inhib
CC(C)(C)c1sc(N)nc1-c1ccccc1
  A = 13.3; B = -2.2; C = -4.6; D = /; E = 3.6; F = -0.2; G = -10.9; H = /; I = /
CCN(CC)CCn1c(=S)[nH]c2cc3c(cc2c1=O)OCO3
  A = 0.0; B = 34.5; C = -4.0; D = 0.9; E = 2.6; F = -1.7; G = -4.2; H = 2.6; I = 8.4
CC(=O)c1sc(NC(=O)C(C)C)nc1C
  A = 10.3; B = -2.0; C = -3.5; D = 0.9; E = 1.3; F = -2.5; G = -8.0; H = 7.0; I = 9.8
O=c1cc(N2CCN(c3ccc(F)cc3)CC2)[nH]c(=O)n1C1CCCCC1
  A = 7.5; B = 8.9; C = -4.7; D = 0.8; E = 4.5; F = -5.5; G = -6.9; H = 9.7; I = 22.4
CC1(C)CC(=O)C2=C(C1)Nc1nc(SCCN3CCOCC3)[nH]c(=O)c1C2c1cccs1 (stereo not drawn)
  A = 6.7; B = -1.1; C = -4.8; D = 0.6; E = 5.6; F = -2.6; G = -4.2; H = 9.5; I = 36.1
CCN(CC)CCC(=O)NC(C)(C)Cc1ccc(O)cc1
  A = -4.3; B = -7.7; C = -4.9; D = 1; E = 7.9; F = 6.8; G = 3.2; H = /; I = 0.4
O=S(=O)(c1ccc2c(c1)N(Cc1ccc(Cl)cc1)C1CCCN21)N1CCOCC1 (stereo not drawn)
  A = 6.8; B = 26.8; C = -5.0; D = 1.2; E = 0.2; F = 8.0; G = -2.8; H = /; I = -24.5
COc1ccc(C)cc1S(=O)(=O)NCCc1ccccc1
  A = -6.7; B = -5.6; C = -11.1; D = 0.2; E = 4.0; F = 2.9; G = 5.8; H = -0.8; I = 75.9*
O=C(CN1CCOCC1)N1CCN(C(=O)CN2CCOCC2)CC1
  A = 6.8; B = -10.2; C = -3.9; D = /; E = 6.6; F = -1.4; G = -11.3; H = 4.4; I = /
Cc1cc2nc(-c3ccc(SCC(=O)N4CCOCC4)nc3)[nH]c2cc1C
  A = 6.6; B = 8.7; C = 2.1; D = 0.8; E = -0.1; F = -6.6; G = -11.5; H = 10.6; I = 19.9

Single entries from the results shown:
Under PTPN22 inh 2, O=S(=O)(c1ccc2c(c1)N(Cc1ccc(Cl)cc1)C1CCCN21)N1CCOCC1 (stereo not drawn) is entered as -2.8
Under Plk1 PBD FP, Cc1cc2nc(-c3ccc(SCC(=O)N4CCOCC4)nc3)[nH]c2cc1C is entered as 8.7

Next section
Codes: A = PTPN22 act; B = Plk1 PBD FP; C = PLK1 kinase inh; D = CYP2C9 act; E = HIV Rev-RRE inh; F = EphB4 antag; G = PTPN22 inh 2; H = Calb biofilm kill; I = CYP2C9 inhib
Cc1cccc(C)c1NC(=O)/C(=C/c1ccco1)c1ccccc1
  A = -1.3; B = -13.3; C = -13.0; D = 0.3; E = -3.5; F = -3.4; G = 0.4; H = 2.7; I = 69.6*
O=C(CSc1nnc2scc(-c3ccccc3)n12)NCc1ccc2c(c1)OCO2
  A = -1.1; B = 0.2; C = 8.2; D = 0.9; E = 0.4; F = -0.1; G = 1.0; H = 0.3; I = 12.5
O=C1c2ccncc2C(=O)N1CO
  A = 2.9; B = -30.2; C = -8.2; D = 1.1; E = 1.0; F = -1.4; G = -4.7; H = 8.1; I = -9.3
CC(C)(C)NC(=O)c1ccc(COCC(F)(F)F)o1
  A = 14.7; B = -9.9; C = -12.8; D = 1.2; E = 5.7; F = -1.8; G = -16.3; H = -2.2; I = -20.3
COC(=O)c1cc2ccsc2n1CC(=O)N(C)c1ccccc1
  A = 2.7; B = -7.2; C = -5.7; D = 0.8; E = 0.1; F = -5.5; G = -3.2; H = 0.8; I = 23.1
COc1ccccc1-n1c(SCC(=O)NC(C)(C)C)nc(O)c(Cc2ccccc2)c1=O
  A = 5.0; B = 10.8; C = -3.4; D = 1.1; E = -1.0; F = -2.9; G = -2.0; H = 5.8; I = -6.7
Cc1ccc(NC(=O)C2CCCN2S(=O)(=O)c2ccc3c(c2)CCC(=O)N3)cc1Cl (stereo not drawn)
  A = /; B = -22.3; C = 66.6*; D = 0.1; E = 7.4; F = -2.0; G = /; H = 3.4; I = 88.6*
COc1cc(C(=O)ON=C2C(C)=CC(=O)C=C2C)cc(OC)c1OC
  A = -2.0; B = -16.4; C = -4.9; D = 1; E = 1.9; F = 2.4; G = 0.3; H = /; I = -0.7
COc1ccc(NC(=O)c2cc3c(-c4ccc(OC)c(OC)c4)nn(C)c3s2)cc1OC
  A = 3.6; B = 5.9; C = 0.1; D = 0.3; E = 4.8; F = 1.9; G = -6.3; H = 2.6; I = 74.3*
CCOC(=O)CC(=O)Nc1ccc(Br)cc1C(=O)O
  A = 1.6; B = 13.9; C = -2.3; D = 0.6; E = 1.0; F = 2.4; G = -2.7; H = 6.1; I = 45.0
CC(=O)CCc1c(C)c2cc(C)ccc2[nH]c1=O
  A = 1.7; B = -24.3; C = -4.3; D = 1.3; E = -0.8; F = 2.2; G = -2.9; H = 5.0; I = -27.0
COc1ccc(OCc2cccc(C(=O)Nc3cc(C)on3)c2)cc1
  A = 5.4; B = 7.3; C = -14.8; D = /; E = 8.8; F = 5.5; G = -6.0; H = 2.7; I = /
COc1cc(C2c3c(-c4cc(Cl)c(C)cc4O)n[nH]c3C(=O)N2Cc2cccnc2)ccc1O (stereo not drawn)
  A = -4.1; B = -4.9; C = 0.3; D = 0.9; E = -1.9; F = 4.1; G = 3.5; H = 7.2; I = 14.2
CCCC(=O)N(CCc1ccc(OC)cc1)Cc1nc2ccccc2c(=O)[nH]1
  A = 0.4; B = 3.5; C = -4.0; D = 0.8; E = 15.2; F = 4.4; G = -4.4; H = -3.0; I = 20.4
c1ccc(-c2noc(CSc3nnc(Cc4cccs4)n3-c3ccccc3)n2)cc1
  A = -1.3; B = -11.5; C = -17.8; D = /; E = 6.8; F = -1.7; G = -3.1; H = 7.0; I = /
Cc1nc2ccc(C(=O)OCc3ccccc3Br)cc2nc1C
  A = 15.0; B = 8.2; C = 2.6; D = 1.3; E = -1.1; F = 1.0; G = -14.4; H = /; I = -31.9
O=C(C1CC1)N(CCc1ccccc1)Cc1nc2ccccc2c(=O)[nH]1
  A = 4.2; B = 27.2; C = -3.5; D = 0.4; E = -0.6; F = -5.3; G = -6.6; H = -3.8; I = 58.0*
O=C(c1cc2cc(Br)cc(Br)c2oc1=O)N1CCCC1
  A = -3.4; B = -14.8; C = -3.1; D = /; E = 6.0; F = 2.9; G = 4.9; H = 3.5; I = /
CC1CN(c2ccc(Oc3ccccc3)cc2)c2nc3c(c(=O)[nH]c(=O)n3C)n2C1 (stereo not drawn)
  A = 7.8; B = 5.3; C = -10.9; D = 0.9; E = 8.5; F = 2.2; G = -8.8; H = 9.8; I = 9.0
O=C(CSc1nncn1-c1ccccc1)NCc1cccs1
  A = 13.1; B = -21.5; C = 7.3; D = 0.9; E = 0.1; F = 8.0; G = -9.3; H = 3.7; I = 12.9
O=C(NCc1ccccc1)C(c1ccc(F)cc1)N(Cc1ccc2c(c1)OCO2)C(=O)Cn1nnc(-c2cccs2)n1 (stereo not drawn)
  A = -6.3; B = -10.4; C = -15.3; D = /; E = 5.7; F = 2.5; G = 3.5; H = 7.7; I = /
O=C(O)CC1S/C(=N/N=C/c2ccc(-c3ccccc3[N+](=O)[O-])o2)NC1=O (stereo not drawn)
  A = -2.1; B = 21.6; C = 20.2; D = 1; E = 0.1; F = 1.5; G = 4.3; H = 3.4; I = 4.0
O=C(NC1CC1)C1CCN(c2ccc(S(=O)(=O)N3CCOCC3)cc2Cl)CC1
  A = -1.1; B = -26.8; C = -2.2; D = 0.2; E = 8.3; F = -1.0; G = 1.7; H = 5.8; I = 78.1*
Cc1ccc(C)c(C(=O)CCC(=O)Nc2cccnc2)c1
  A = 5.2; B = -20.6; C = -10.1; D = 1.2; E = -1.3; F = -2.4; G = -2.8; H = 9.6; I = -23.4
Cc1onc(-c2ccccc2Cl)c1C(=O)N1CCCCC1C(=O)O (stereo not drawn)
  A = -4.8; B = 17.6; C = -8.5; D = 1; E = 1.6; F = -0.9; G = 4.9; H = 4.8; I = 0.7
CCc1cc(=O)oc2cc(OCC(=O)N(CC)CC)c(Cl)cc12
  A = /; B = -4.9; C = 71.7*; D = 1; E = 2.7; F = 1.1; G = /; H = -0.5; I = 4.6
